TRPC4 inh = inhibitors of mouse TRPC4 channel; Q9QUQ5; HEK293 TRPC4beta/mu-opioid, DAMGO-evoked Fluo4 calcium flux; hits give low values; B-score at 10 µM; actives 0.39% (n = 300,000); AID 2247;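 active = B-score over 3 SD under the library average, no early fluorescence shift, positive overall ratio signal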
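test system = HEK293 cells with stable TRPC4beta plus mu-opioid receptor expression | detection = Fluo4 Ca2+ flux fluorescence | read-out = integrated fluorescence ratio relative to baseline, converted to per-well B score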
MrgX1 antagonist = human MrgX1 receptor antagonism, primary screen; Q96LB2; MRGX1-HEK293 calcium flux, Fluo-4, BAM8-22 antagonism; hits give low values; B-score at 10 µM; actives 1.3% (n = 310,000); AID 588676;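 active = calcium-response B-score plate-corrected more than 3 library SD below zero, starting fluorescence within 5 deviations, no agonist response on first addition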;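 also: peak minus trough fluorescence over baseline after final BAM8-22 challenge near maximal dose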
Target sequence (Q96LB2 whole entry, looked up): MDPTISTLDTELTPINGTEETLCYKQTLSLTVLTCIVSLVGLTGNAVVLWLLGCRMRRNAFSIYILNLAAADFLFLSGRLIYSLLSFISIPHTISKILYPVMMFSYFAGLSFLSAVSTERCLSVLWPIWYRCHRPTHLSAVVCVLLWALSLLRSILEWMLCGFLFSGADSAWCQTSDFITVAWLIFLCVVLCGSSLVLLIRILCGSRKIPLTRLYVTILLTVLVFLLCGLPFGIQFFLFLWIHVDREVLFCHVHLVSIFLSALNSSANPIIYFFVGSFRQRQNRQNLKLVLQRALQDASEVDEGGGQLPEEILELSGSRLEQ
SKKanGAS inh = blocks kanamycin growth of S. pyogenes SKKanGAS strain; BacTiter-Glo, 6 h; inhibition, % at 7.5 µM; actives 1.3% (n = 300,000); AID 1662;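 active = mean replicate score, as percent of positive control median, at least 50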;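 also: strain carries kanamycin resistance gene driven by streptokinase promoter and grows in 40 µg/ml kanamycin; loss of luminescence reflects streptokinase promoter inhibition or plain growth inhibition; 0% = median of DMSO wells and 100% = positive control at its reference dose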
TRPC6 activator = activators of mouse TRPC6 channel. actives 0.13% (n = 310,000). B-score at 10 µM. HEK293-TRPC6 membrane potential dye fluorescence; hits give high values;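 active = B-score of the integrated fluorescence ratio above library mean plus 3 SD, and starting fluorescence ratio within library mean plus 5 SD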;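 also: higher score means more depolarization so channel activation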
ANO1 block = inhibitors of mouse TMEM16A calcium-activated chloride channel; Q8BHY3; HEK293 TMEM16A/YFP iodide influx fluorescence, ionomycin; normalized B-score (activity score, 25-100; higher = stronger inhibition) at 10 µM; actives 1.2% (n = 310,000);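 active = ratio plate-corrected score three or more library SD toward inhibition, starting fluorescence score within five deviations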;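 also: score derived from kinetic fluorescence span divided by baseline fluorescence per well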
MrgX1 allo act = allosterically activates human MrgX1 receptor signaling; Q96LB2; MrgX1-HEK293, Fluo-4 calcium flux, FDSS; hits give high values; actives 0.63% (n = 310,000); AID 588675; B-score at 10 µM;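 active = plate-corrected calcium response at least 3 library SD above typical, normal starting fluorescence, not activating the receptor alone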;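 also: compound read alongside a low EC10 to EC30 dose of BAM8-22 agonist; peak minus trough fluorescence over baseline measured at the second addition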
TRPC6 inhibitor = mouse TRPC6 channel inhibition | Q61143 | HEK293-TRPC6, membrane potential dye, ACh-evoked depolarization; hits give low values | B-score at 10 µM | actives 1.1% (n = 310,000);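 active = B-score under library mean minus 3 SD, initial fluorescence not abnormally high, positive integrated signal ratio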;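 also: B-score derived from integrated fluorescence ratio over the kinetic read; more negative B-score means stronger inhibition of depolarization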
TRPC4 potent = allosterically enhances the mouse TRPC4 cation channel | B-score at 10 µM | actives 0.42% (n = 310,000) | HEK293 TRPC4beta/mu-opioid, DAMGO EC20, Fluo-4 Ca2+ flux; hits give high values | Q9QUQ5 | AID 2227;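 active = B-score of calcium response area above 5 SD of library B-scores, with initial fluorescence ratio within 5 SD of library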;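 also: B-score of integrated fluorescence ratio over time as area under calcium response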
MrgX1 agonist = agonists of human MrgX1 receptor. Q96LB2. B-score at 10 µM. MrgX1-HEK293 cells, Fluo-4 calcium fluorescence, agonist mode; hits give high values. actives 0.44% (n = 310,000);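 active = calcium response B-score plate-corrected fluorescence ratio at least 3 library SD, with starting fluorescence B-score inside 5 SD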
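Material: HEK293 cells stably expressing human MrgX1 receptor | Quantity: 15,000 cells per well | Times: Cells plated overnight, dye loaded 0.5 h 37 °C, 0.5 h room temperature | Measured by: Kinetic Fluo-4 NW fluorescence of intracellular calcium | Control set: Positive and negative controls per plate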
TRPC4 act = activators of mouse TRPC4 channel; Q9QUQ5; HEK293 TRPC4beta/mu-opioid, Fluo4 calcium fluorescence; hits give high values; actives 0.49% (n = 310,000); AID 2237; B-score at 10 µM;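 active = B-score above 5 SD of library B-scores, and initial fluorescence ratio not above library mean plus 5 SD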;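 also: positive B-score marks a calcium rise read as TRPC4 activation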
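Material: HEK293 stable line with TRPC4beta plus mu-opioid receptor; technique: Fluo4 calcium-sensitive dye fluorescence, kinetic, 1 Hz baseline; timing: Fluo4 dye loading 45 min at room temperature, 110 s recording; controls: assay buffer as low control, maximal DAMGO as high control; read-out: integrated baseline-normalised fluorescence ratio, converted to per-well B score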
ANO1 activ = mouse TMEM16A channel activation, primary screen; Q8BHY3; HEK293 TMEM16A/YFP-H148Q/I152L, iodide quench fluorescence; hits give low values; B-score at 10 µM; actives 0.3% (n = 340,000); AID 623877;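 active = fluorescence-ratio B-score plate-corrected deviation score at least 3 library SD below zero, with starting fluorescence score within 5 deviations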;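 also: channel opened by trigger with iodide after compound preincubation; score built on the fluorescence ratio of max minus min over baseline; more negative score means more quench and so TMEM16A activation or potentiation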
* hit, by the source's call; i = inactive; · = not tested or not shown.

SMILES	TRPC4 inh	MrgX1 antagonist	SKKanGAS inh	TRPC6 activator	ANO1 block	MrgX1 allo act	TRPC6 inhibitor	TRPC4 potent	MrgX1 agonist	TRPC4 act	ANO1 activ
COc1ccc(C(=O)Nc2c(N)nc(SCC(=O)NCC3CCCO3)[nH]c2=O)cc1 (stereo unspecified)	i	i	-11	i	i	i	i	i	i	i	i
Cc1cccc(Nc2nc(N)nc(CN3CCN(c4ccc(F)cc4)CC3)n2)c1	i	i	65*	i	i	i	i	i	i	i	i
CC(NC(=O)Cc1ccsc1)c1ccc(F)cc1 (stereo unspecified)	i	i	-2	i	i	i	i	i	i	i	i
Cc1nc2ccccc2c(=O)n1NC(=O)c1ccccc1[N+](=O)[O-]	i	i	0	i	i	i	i	i	i	i	i
CC(C)(C)N1C(=O)[C@H]2[C@@H](c3ccc(Br)cc3)N3C(=O)N(c4cccc(Cl)c4)C(=O)[C@@]3(Cc3ccccc3)[C@H]2C1=O	i	i	2	i	i	i	i	i	i	i	i
OC(COc1ccc(F)cc1Cl)CN1CCC(Cc2ccccc2)CC1 (stereo unspecified)	i	i	7	i	i	i	i	i	i	i	i
COCCNC(=O)C(OC(=O)C1=Cc2ccccc2OC1)C(C)C (stereo unspecified)	i	i	-6	i	i	i	i	i	i	i	i
O=C(CCCN1C(=O)C(c2ccccc2)Oc2cccnc21)NCc1ccccc1F (stereo unspecified)	i	i	-2	i	i	i	i	i	i	i	i
CCOC(=O)c1c(C)[nH]c(C)c1S(=O)(=O)NCc1ccccc1OCC	i	i	-2	i	i	i	i	i	i	i	i
O=C(c1ccco1)N1CCc2[nH]nc(-c3ccc(Cl)cc3)c2C1	i	i	-10	i	i	i	i	i	i	i	i
O=C1CC(C(=O)O)c2ccccc2N1 (stereo unspecified)	i	i	-2	i	i	i	i	i	i	i	i
O=C1CCN(S(=O)(=O)c2cccs2)c2ccc(C(F)(F)F)cc2N1	i	i	-2	i	i	i	i	i	i	i	i
CN(C)c1cc[n+](Cc2ccccc2)cc1	i	i	2	i	25*	i	i	i	i	i	i
[N-]=[N+]=NCCN1CCN(Cc2ccccc2)CCC1=O	·	i	4	i	i	i	i	i	i	i	i
COc1cc(NC(=O)c2sc3nc(C)nc(N4CCOCC4)c3c2C)cc(OC)c1OC	i	i	0	i	i	i	i	i	i	i	i
Cc1cc(NC(=O)CSc2nc(-c3ccc(Br)cc3)nc3c2c(=O)n(C)c(=O)n3C)no1	i	i	35	i	i	i	i	i	i	i	i
CC(C)(C)OC(=O)NN1CC(=O)N2[C@@H](Cc3c([nH]c4ccccc34)C2(C)C)C1=O	i	i	-1	i	i	i	i	i	i	i	i
CCOc1ccc(NC(=O)CNC(=O)c2nn(-c3ccc(OC)c(OC)c3)c(=O)c3ccccc23)cc1	i	i	-5	i	i	i	i	i	i	i	i
Cc1ccc(C)c(Nc2nc(N)c3ccccc3n2)c1	i	i	-3	i	i	i	-16*	i	i	i	i
C=CCSc1nnc(NC(=O)C2=COCCO2)s1	i	i	0	i	i	i	i	i	i	i	i

Entries shown so far with two or more sulfur atoms, in the order listed:
SMILES	TRPC4 inh	MrgX1 antagonist	SKKanGAS inh	TRPC6 activator	ANO1 block	MrgX1 allo act	TRPC6 inhibitor	TRPC4 potent	MrgX1 agonist	TRPC4 act	ANO1 activ
O=C1CCN(S(=O)(=O)c2cccs2)c2ccc(C(F)(F)F)cc2N1	i	i	-2	i	i	i	i	i	i	i	i
C=CCSc1nnc(NC(=O)C2=COCCO2)s1	i	i	0	i	i	i	i	i	i	i	i

(further entries)
SMILES	TRPC4 inh	MrgX1 antagonist	SKKanGAS inh	TRPC6 activator	ANO1 block	MrgX1 allo act	TRPC6 inhibitor	TRPC4 potent	MrgX1 agonist	TRPC4 act	ANO1 activ
CCc1nnc(NC(=O)CCC(=O)N2CCN(C3c4ccccc4-c4ccccc43)CC2)s1	i	i	9	i	i	i	i	i	i	i	i
Cc1cc(C)nc(NS(=O)(=O)c2ccc(NC(=O)c3ccc4c(c3)OCCO4)cc2)n1	i	i	6	i	i	i	i	i	i	i	i
Cc1cc(Cn2nc(-c3ccccc3)cc2C(=O)NCc2cccs2)on1	i	i	-1	i	i	i	i	i	i	i	i
COc1ccc(-n2nc3c(c2NC(=O)c2ccc(Br)o2)CS(=O)(=O)C3)cc1	i	i	3	i	i	i	i	i	i	i	i
O=C1C(Nc2ccccc2)=C/C(=N/S(=O)(=O)c2cccs2)c2ccccc21	i	i	97*	i	i	i	i	i	i	i	i
O=C(NCc1ccc(-c2csnn2)cc1)c1cccs1	i	i	4	i	i	i	i	i	i	i	i
CCOc1ccc(S(=O)(=O)N2CCC(C(=O)NCc3ccccn3)CC2)cc1	i	i	2	i	i	i	i	i	i	i	i
CC(NC(=O)c1ccc(N(C)C)cc1)C(c1cccs1)N1CCN(C)CC1 (stereo unspecified)	i	i	20	i	i	i	i	i	i	i	i
O=S(=O)(c1ccccc1Oc1ccc(Cl)cc1Cl)N1CCCCC1	i	i	1	i	i	i	i	i	i	i	i
Cc1cccc(-n2nnc(C(=O)NCc3ccccc3Cl)c2N)c1	i	i	3	i	i	i	i	i	i	i	i
COc1ccccc1NC(=O)CN1CCN(CC(=O)Nc2ccc(OC)c(OC)c2)CC1	i	i	4	i	i	i	i	i	i	i	·
COc1ccc(C(=O)NC2CC2)cc1OC1CCN(Cc2ccccc2O)CC1	i	i	1	i	i	i	i	i	i	i	i
CC(=O)OCC1OC(OCc2cn(C[C@H]3CC[C@@H]([C@@H]4CC[C@H](Cn5cc(COC6OC(COC(C)=O)C(OC(C)=O)C(OC(C)=O)C6OC(C)=O)nn5)O4)O3)nn2)C(OC(C)=O)C(OC(C)=O)C1OC(C)=O (stereo partly specified)	i	i	-3	i	i	i	i	i	i	i	i
COc1ccc(-c2noc(N3CCC(C(=O)NCc4ccccc4Cl)CC3)n2)cc1	i	i	-2	i	i	i	i	i	i	i	i
CC(=O)Nc1nc2ccccc2n1Cc1ccccc1Cl	i	i	52*	i	i	i	i	i	i	i	i
Cc1cc(C)n(C(=O)CCCC(=O)n2nc(C)cc2C)n1	i	i	0	i	i	i	i	i	i	i	i
CCN(CCC(=O)Nc1cc([N+](=O)[O-])ccc1OC)Cc1ccccc1	i	i	0	i	i	i	i	i	i	i	i
O=C(CS(=O)(=O)c1ccc(Br)cc1)N1CCOCC1	i	i	-4	i	i	i	i	i	i	i	i
CS(=O)(=O)N1CCN(C(=O)NC23CC4CC(CC(C4)C2)C3)CC1	i	i	-5	i	i	i	i	i	i	i	i
COc1cc(OC)c(OC)cc1CN1CCN(Cc2ccc(C(F)(F)F)cc2)CC1	i	i	4	i	i	i	i	i	i	i	i
COC(=O)c1ccc(NC(=O)c2ccccc2C(=O)Nc2ccc(C(=O)OC)cc2)cc1	i	i	-1	i	i	i	i	i	i	i	i
O=[N+]([O-])c1ccc(-c2cn(-c3ccccc3)c(=S)[nH]2)cc1	i	i	4	i	i	i	i	i	i	i	i
Cc1c(C)n(C)c2ccc(C(=O)NCCCN3CCN(c4ccc(F)cc4)CC3)cc12	i	i	4	i	i	i	i	i	i	i	i
CCOc1cccc(-c2nn3c(-c4ccco4)nnc3s2)c1	i	i	6	i	i	i	i	i	i	i	i
COC(=O)CC1=NN(c2ccc(OC)cc2)C(=O)C1	i	i	-4	i	i	i	i	i	i	i	i
CC1CCN(C(=O)C2CCN(S(=O)(=O)c3cnc[nH]3)CC2)CC1	i	i	10	i	i	i	i	i	i	i	i
CSc1ncccc1C(=O)NCC12CC3CC(CC(C3)C1)C2	i	i	-4	i	i	i	i	i	i	i	i
Cc1sc2ncnc(SCC(=O)N3CCCC3=O)c2c1C	i	i	-2	i	i	i	i	i	i	i	i
Cc1ccc(-n2nc3ccc(N)cc3n2)cc1C	i	i	-1	i	i	i	i	i	i	i	i
CCOc1ccc(NC(=O)c2c(N)n(C)c(=O)[nH]c2=O)cc1	i	i	11	i	i	i	i	i	i	i	i
O=C(CSc1ncnc2sc3c(c12)CCC3)N1CCOCC1	i	i	-7	i	i	i	i	i	i	i	i
NC(=O)c1c(NC(=O)CCCC(=O)O)sc2c1CCCCCC2	i	i	-11	i	i	i	i	i	i	i	i
CC(C(=O)NC1CC1)c1ncc(C(F)(F)F)cc1Cl (stereo unspecified)	i	i	3	i	i	i	i	i	i	i	i
C=CCn1c(SCC(=O)Nc2nnc(CC)s2)nnc1-c1cccnc1	i	i	-6	i	i	i	i	i	i	i	i
O=C(O)CN1C(=O)/C(=C\c2cc(Br)ccc2OCc2ccc([N+](=O)[O-])cc2)SC1=S	i	i	32	i	i	i	i	i	i	i	i
C=CCN(c1ccccc1Cl)S(=O)(=O)c1cc(C(=O)N2CCCC2)ccc1Cl	i	i	-17	i	i	i	i	i	i	i	i
CN1CCN(CCC(=O)Nc2cccc(F)c2)CC1	i	i	-3	i	i	i	i	i	i	i	i
Cc1ccc(OCCn2cnc3c2c(=O)n(C)c(=O)n3C)cc1	i	i	0	i	i	i	i	i	i	i	i
COc1nnc(-c2ccc(C(=O)N3C[C@@H]4C[C@H](C3)c3cccc(=O)n3C4)cc2)c2ccccc12	i	·	4	i	·	·	i	i	·	i	i
Cc1ccc2nc(/N=C(\N)NC(=O)NC3CCCCC3)nc(C)c2c1	i	i	53*	i	i	i	i	i	i	55*	i
CCO/C(=C/c1sc2ccc(OC)cc2[n+]1CCCS(=O)(=O)[O-])CC	i	i	0	i	i	i	i	i	i	i	i
CC(C)C(=O)Nc1nc(-c2ccccc2)ns1	i	i	13	i	i	i	i	i	i	i	i
CCOC(=O)CN1C(=O)C(C)(C)Oc2ccc(C(=O)Nc3ccccc3OC)cc21	i	i	-23	i	i	i	i	i	i	i	i
O=C(COc1ccc(Cl)cc1Cl)N(c1ccccn1)C1CCCCC1	i	i	0	i	i	i	i	i	i	i	i
CCN(C(=O)c1cccc(S(=O)(=O)N(C)C)c1)C12CC3CC(CC(C3)C1)C2	i	i	9	i	i	i	i	i	i	i	i

Screening data (PubChem BioAssay)
